# Compound activity from PubChem.
# Integrin act MD: integrin-mediated muscular dystrophy alleviation activation; alpha7betagal myoblasts, beta-gal FDG fluorescence, 48 h; Potency, µM (doses to about 38.3 µM), for inactives: at the highest dose activation, actives largely listed as activators; actives 0.064% (n = 350,000); AID 624291;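 further: potency means the concentration at half of the fitted maximal effect; 100% = response of the positive control SU9516; nearly all actives have a fitted effect of over 60% in size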
#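 Alpha7betagal+/- myoblasts (passage 13) were plated 16-24 hr, then exposed to compounds (1:260 dilution of DMSO stock) for 48 hours at 37C. After MPER lysis, β-galactosidase reporter activity was read as FDG fluorescence (ex 480/em 540) after 30 minutes.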
# Tb PFK inh: blocks T. brucei phosphofructokinase. T. brucei PFK, ADP-Glo luminescence. Potency, µM (doses to about 57.5 µM), for the others: at the top dose activity, negative = inhibition, most hits filed as inhibitors. actives 0.17% (n = 330,000). AID 485367;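 further: potency means the concentration at half of the fitted maximal effect; 0% = uninhibited 1x PFK enzyme wells and -100% = no-enzyme wells; nearly all actives have a fitted effect of over 60% in size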
#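 Luminescent ADP detection (ADP-Glo, two-step: ATP depletion then ADP-to-ATP conversion for luciferase) reported PFK activity after 45 min room-temperature reaction of 1.25 nM enzyme with 0.5 mM F6P and 0.1 mM ATP at pH 8.0.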
# Chronic BCR inh: chronic active BCR signaling inhibition. ABC-DLBCL IkBa-CBG/CBR reporter, luminescence ratio, 4 h. Potency, µM (top dose mostly 46.1 µM), for the others: at the highest dose ratio change, negative = lower green/red ratio, hits mostly inhibitors. actives 0.05% (n = 340,000). AID 493014; active means well fitted inhibition curve with a large enough effect in the signal ratio, with a control signal flat, not every such curve was filed as active; inconclusive means small, poorly fitted or top-dose-only effect, or effect the other way, or a change in a side signal; the % refers to the signal ratio;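 further: potency means the concentration at half of the fitted maximal effect; plate controls were basal doxycycline-induced cells for no effect and cells given 10 µM MG132 for full effect; MG132 reads +100%, hits lower the ratio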
#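 Compounds up to 46 uM were incubated four hours with TMD8 cells whose green CBG68 luciferase is fused to IkappaBalpha; red CBR luminescence normalised the signal, and concentration-effect curves were fitted to fusion, red and ratio data.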
# ASM inhibitor: human S-ASM enzyme inhibition; AID 504937; placental ASM, HMU-PC fluorogenic substrate, 60 min; Potency, µM (highest dose often 57.5 µM), without a hit: at the highest dose activity change, negative = inhibition, usual class: inhibitors; actives 0.006% (n = 340,000); P17405; further: potency means the concentration at half of the fitted maximal effect
#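 Human placenta-derived ASM preincubated with compound 10 min at room temperature, then reacted with 9 uM (final) fluorogenic HMU-PC substrate for 60 min at 37 C. Stop solution raises pH to 10; fluorescence read at Ex 386/Em 447 nm.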
# Mito fusion yeast: inhibitors of mitochondrial division or activators of mitochondrial fusion; S. cerevisiae fusion-defective mutant growth rescue, CellTiterGlo 48 h; Potency, µM (highest dose often 46.1 µM), for inactives: at the highest dose growth rescue (activation), actives largely listed as activators; actives 0.23% (n = 320,000); AID 485298;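 further: potency means the concentration at half of the fitted maximal effect; % of control where 0% means no effect; nearly all actives have a fitted effect of over 45% in size; temperature-sensitive fusion mutants such as fzo1-1 at 37 °C on non-fermentable ethanol glycerol medium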
#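 Temperature-sensitive fusion-defective S. cerevisiae (e.g. fzo1-1, mgm1-5) were grown with compound in YPEG medium (3% ethanol, 3% glycerol) for 48 hours at 37C. Growth rescue was measured as viability by CellTiterGlo luminescence after 10 minutes at ambient.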
# Eya2 phos inh: Eya2 (human) phosphatase inhibition; recombinant Eya2, OMFP fluorescence dephosphorylation (OMFP is methylfluorescein phosphate); actives 0.006% (n = 330,000); Potency, µM (titrated, usually from 76.9 µM), for inactives: at the top dose activity, negative = inhibition, usual class: inhibitors; further: potency means the concentration at half of the fitted maximal effect; on the % scale 0 is the no-effect control and ±100 the full control effect
#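 Eya2 (0.2 uM) preincubated 10 min at ambient with compound, then OMFP substrate added at 50 uM; 10 min reaction in 50 mM HEPES pH 7.5, 50 mM NaCl, 5 uM MgCl2, 0.05% BSA, 1 mM DTT. Fluorescence read at Ex 485/Em 525 nm.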
# TSHR antagonist: human thyrotropin receptor antagonism; AID 504810; actives 0.2% (n = 330,000); TSHR-expressing cells, TSH-stimulated cAMP HTRF, 2 h; hits give low values; P16473; activity change, negative = inhibition, % at 11.5 µM;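 active means activity change below a set negative limit, meaning inhibition stronger than a set level, cut at about -70% in these data; inconclusive means activity change between two set negative limits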; further: on the % scale 0 is the no-effect control and ±100 the full control effect
# Target sequence (P16473 whole entry, looked up): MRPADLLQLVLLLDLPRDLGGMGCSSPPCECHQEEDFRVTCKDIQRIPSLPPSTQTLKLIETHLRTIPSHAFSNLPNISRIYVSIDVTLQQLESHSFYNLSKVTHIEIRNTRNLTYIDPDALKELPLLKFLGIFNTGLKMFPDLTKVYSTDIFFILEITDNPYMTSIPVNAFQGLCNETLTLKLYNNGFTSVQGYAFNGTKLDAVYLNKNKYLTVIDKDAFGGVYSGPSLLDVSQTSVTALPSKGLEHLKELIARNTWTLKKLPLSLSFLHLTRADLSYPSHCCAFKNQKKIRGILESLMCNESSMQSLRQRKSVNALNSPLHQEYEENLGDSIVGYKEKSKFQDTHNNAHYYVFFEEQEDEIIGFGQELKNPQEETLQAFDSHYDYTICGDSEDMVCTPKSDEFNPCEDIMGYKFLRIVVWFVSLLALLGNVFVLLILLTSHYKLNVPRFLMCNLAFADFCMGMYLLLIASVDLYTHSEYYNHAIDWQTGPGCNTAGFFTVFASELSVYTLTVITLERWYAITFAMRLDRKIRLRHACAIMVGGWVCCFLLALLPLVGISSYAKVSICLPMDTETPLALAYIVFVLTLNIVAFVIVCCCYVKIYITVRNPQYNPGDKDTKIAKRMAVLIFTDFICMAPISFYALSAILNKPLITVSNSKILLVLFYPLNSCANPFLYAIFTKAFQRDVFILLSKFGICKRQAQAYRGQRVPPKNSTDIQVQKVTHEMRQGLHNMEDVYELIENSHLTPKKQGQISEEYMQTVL
#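 Antagonism was scored as loss of TSH-driven cAMP in TSHR cells, stimulated with 4nM TSH (EC80) for 2 hours at 37 deg C and detected by homogeneous HTRF competition immunoassay.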
# PTAP TSG101 blk: blocks PTAP/TSG101 interaction to inhibit HIV-1 budding. Q99816. Fluorescence polarization, FITC-PTAP peptide / Tsg101 binding. Potency, µM (titrated, usually from 115 µM), without a hit: at the top dose activity change, negative = inhibition, usual class: inhibitors. 340,000 tested, under 10 active; active means well fitted inhibition curve with a large enough effect in the main read-out, with a control signal flat, not every such curve was filed as active; inconclusive means small, poorly fitted or top-dose-only effect, or effect the other way, or a change in a side signal; inactive means no such curve, though single readings can be large or run the other way; further: potency means the concentration at half of the fitted maximal effect; % of control where 0% means no effect
#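 Fluorescence polarization binding of Tsg101 binding domain (10 uM final) to FITC-labeled PTAP peptide (50 nM final) in HEPES pH 7.5 buffer with NaCl, Tween 20, EDTA, TCEP. Compounds added before peptide; binding 20 min at RT.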
# ELG1 DNA repair: ELG1-dependent DNA repair inhibition; HEK293T ELG1-luciferase reporter, luminescence, 16 h; DNA damage induced by 5-fluorouridine; Potency, µM (titrated, usually from 46.1 µM), for inactives: top-dose activity change, negative = inhibition, actives largely listed as inhibitors; actives 2.3% (n = 330,000); further: potency means the concentration at half of the fitted maximal effect; on the % scale 0 is the no-effect control and ±100 the full control effect; nearly all actives have a fitted effect of over 55% in size
#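 Overnight (16 hr) co-exposure of 2,000 cells/well to 5-fluorouridine and compound at 37 °C preceded detection. Luciferase was quantified via ONE-Glo luminescence; loss of signal denotes inhibition.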
# A-T KAP1 phos: candidate therapy for ataxia-telangiectasia; […] A-T fibroblasts, KAP-1 phosphorylation AlphaLISA; neocarzinostatin DNA damage 30 min before lysis; Potency, µM (titrated, usually from 57.5 µM), inactives show at the top dose activation, usual class: activators; actives 0.19% (n = 320,000); further: potency means the concentration at half of the fitted maximal effect; % of control where 0% means no effect; nearly all actives have a fitted effect of over 45% in size
#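 ATM-like activity read as KAP-1 phosphorylation via AlphaLISA donor/acceptor antibody pairs after lysis and 6 hr at 25C. Cells were ATM-null patient fibroblasts ([…], hTERT), dosed 60 min, then exposed to the DSB inducer NCS for 30 min.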
# TCR activator: T cell receptor activation; 330,000 tested, under 10 active; primary human leukocytes, anti-CD3, IL-2 HTRF, 48 h; Potency, µM (top dose mostly 9.22 µM), for inactives: at the highest dose activation of IL-2 secretion, hits mostly activators; AID 504894; further: % of control where 0% means no effect
#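 Readout: HTRF IL-2, Eu-cryptate/d2 antibody pair, 320nm excitation, 665nm emission. Stimulus: a-CD3 beads, no co-stimulation. Cells: primary human leukocytes. Exposure: 48 hr with compound.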
# * hit, by the source's call; ? = inconclusive; / = not tested or not shown; [ ] = remark or other dose. Unless noted, the call rests on the fitted dose curve; in most records, active means well fitted curve in the direction sought with a large enough effect; inconclusive means small, poorly fitted or top-dose-only effect, or another doubt; inactive means no such curve, though single readings can be large; an effect the other way counts as inactive or inconclusive. Compounds as they come, and some 3.2% of all compounds hit somewhere here.
No.	mol	Integrin act MD	Tb PFK inh	Chronic BCR inh	ASM inhibitor	Mito fusion yeast	Eya2 phos inh	TSHR antagonist	PTAP TSG101 blk	ELG1 DNA repair	A-T KAP1 phos	TCR activator
1	COc1ccc(CNC(=O)CC23CC4CC(CC(C4)C2)C3)cc1	-7%	-5%	-3%	-1%	3%	0%	-7	0%	12%	-4%	-6%
2	COc1ccc2nc(NC(=O)[C@@H]3CCCN3C(=O)c3cccs3)sc2c1	12%	0%	?	3%	-1%	0%	-5	-4%	6%	6%	0%[46.1 µM]
3	CCn1ccnc1CN(C)C(=O)c1cc(COc2ccccc2SC)on1	-34%[inhibitor]	-4%	?	-1%	1%	-22%	-9	0%	?	15%	2%
4	Cc1cc2oc(=O)sc2cc1NS(=O)(=O)c1cccc2cccnc12	6%	-1%	?	-4%	-22%	0%	-12	-7%	-2%	3%	-1%
5	Cc1ccc2c(c1)N(CC(=O)N1CCCC1)C(=O)CO2	25%	0%	-5%	0%	-2%	-1%	34	-3%	5%	2%	1%
6	CN(CC(O)COc1ccc(S(=O)(=O)N2CCOCC2)cc1Cl)C1CCCCC1 (centres undefined)	-25%	3%	1%	2%	-1%	1%	?	-2%	0%	0%	7%
7	C/C(=N/Nc1ccc(Cl)cc1)c1cnnc(-c2ccccc2)n1	16%	5%	4%	-6%	2%	7%	-13	-3%	3%	1%	-2%
8	CC(=O)Nc1ccc(C(=O)OCC(=O)NCc2ccccc2)cc1	12%	-4%	-4%	-4%	5%	10%	5	0%	1%	0%	7%
9	COCCCn1c(=O)/c(=C\c2ccccc2OC(F)F)s/c1=C(/C#N)C(=O)NCCOC	5%	2%	-2%	46%	-2%	-2%	-1	1%	0%	-5%	-7%
10	O=C(O)/C(=C\c1cn(-c2ccccc2)nc1-c1ccc(Cl)cc1)NC(=O)c1ccccc1	13%	-2%	1%	0%	9%	0%	-9	1%	3%	3%	-2%
11	Cc1ccc(C(=O)NNC(=O)CCn2nnc3ccccc32)cc1	4%	-1%	-3%	0%	-2%	6%	1	-3%	14%	-1%	-1%
12	COc1ccc(N2CC(C(=O)Nc3ccc(S(=O)(=O)N4CCCCC4)cc3)CC2=O)cc1 (centres undefined)	-11%	2%	2%	-4%	3%	-9%	7	-2%	-23%	-3%	7%
13	COC(=O)c1ccc(NS(=O)(=O)c2cc(-c3cc(C)no3)ccc2OC)cc1	-2%	-4%	-24%	-2%	-4%	-4%	1	-1%	-12%	6%	-6%
14	CCCN(C(=O)COc1ccc(Cl)cc1Cl)c1c(N)n(Cc2ccccc2)c(=O)[nH]c1=O	5%	4%	12%	6%	-1%	-9%	-26	1%	7%	6%	9%
15	N#Cc1c(-c2ccccc2)cc(-c2ccccc2)nc1SCc1nnc(-c2ccccc2)o1	?	2%	-14%	-2%	-2%	9%	3	-6%	?	3%	/
16	CC1(c2ccccc2)NC(=O)N(Cc2ccc([N+](=O)[O-])cc2)C1=O (centres undefined)	-13%	0%	7%	4%	-2%	-13%	9	-1%	-6%	1%	3%[46.1 µM]
17	CC(=O)c1ccc(N2CCN(C(=O)c3ccco3)CC2)c(F)c1	-8%	14%	1%	2%	2%	0%	10	0%	?	-1%	5%
18	Cc1nc2sc(C(c3cccc(F)c3)N3CCCCC3)c(O)n2n1 (centres undefined)	-9%	-6%	?	3%	5%	2%	7	-10%	29%	13%	5%
19	COc1ccc(-c2nnc(N)s2)cc1	8%	3%	-9%	-1%	3%	-12%	0	-5%	?	7%	0%
20	O=C(c1ccc(Br)o1)N1CCN(c2ccc3nnc(-c4ccccc4)n3n2)CC1	15%	-1%	10%	-16%	-4%	-1%	-11	-4%	?	1%	9%
21	COCCNC(=O)C(=O)NCC1OCCN1S(=O)(=O)c1cccs1 (centres undefined)	-11%	1%	-10%	4%	-5%	13%	-10	-6%	8%	17%	-1%
22	Cc1ccc2c(c1)=C(c1sc(N(C)c3ccc(O)cc3)nc1O)C(=O)N=2	15%	4%	?	0%	-5%	4%	4	-2%	-15%	3%	-12%
23	O=C(C1=C(O)C(=O)N(Cc2cccnc2)C1c1ccccn1)c1cccs1 (centres undefined)	?	-9%	-5%	0%	-7%	6%	0	-1%	15%	0%	2%
24	Nc1no[n+]([O-])c1-c1ccccc1	-32%	0%	-6%	5%	-5%	5%	9	0%	16%	2%	0%
25	O=C1NC(c2ccncc2)Nc2sc3c(c21)CCCC3 (centres undefined)	-6%	-5%	6%	51%[activator]	1%	11%	-2	0%	?	-2%	3%
26	CCCNC(=O)C1CC(=O)N(c2ccc(OCC(=O)Nc3cc(C)cc(C)c3)cc2)C1 (centres undefined)	12%	-13%	1%	-9%	-7%	-20%	6	0%	5%	4%	-4%
27	COc1ccc(CCN2C(=O)c3[nH]nc(-c4ccccc4O)c3C2c2cccc(Cl)c2)cc1 (centres undefined)	-62%[inhibitor]	18%	?	?	2%	4%	2	-6%	?	-1%	-2%
28	Cc1ccc(S(=O)(=O)N(C)CC(=O)NCCCn2ccnc2)cc1	?	0%	-1%	4%	0%	-4%	-8	-4%	-3%	9%	-7%
29	COc1ccc(NC(=O)CC2CCCCC2)cc1OC	-21%	1%	?	-3%	-3%	0%	-2	-6%	?	6%	0%
30	CCN1CC=C2C(C#N)=C(N)C(C#N)(C#N)[C@H](c3ccoc3)[C@H]2C1	15%	-25%	?	/	-3%	16%	-15	?	-6%	-2%	-2%
31	Cc1ccc(C)c(C(=O)OCC(=O)Nc2cccc(S(=O)(=O)N3CCCCC3)c2)c1	-42%	6%	?	-2%	5%	-11%	?	-2%	-8%	3%	3%
32	O=C(O/N=C1\C(=O)N(c2ccccc2)c2ccccc21)C1CC1	-4%	3%	-11%	-3%	3%	-3%	-11	-2%	-13%	-3%	2%
33	CC1CCN(c2nc(-c3ccccc3)cc(C(F)(F)F)n2)CC1	-27%	-2%	7%	20%	-3%	-18%	0	-5%	-17%	-2%	/
34	CCC(=O)c1ccc(N2CCN(C(=O)c3cc([N+](=O)[O-])ccc3F)CC2)c(F)c1	-16%	-3%	-4%	-1%	6%	-7%	-12	0%	-15%	5%	-10%
35	Cc1ccc(S(=O)(=O)NCCCNS(=O)(=O)c2ccccc2Br)cc1	19%	-1%	?	25%	/	5%	6	-2%	-1%	8%	0%[46.1 µM]
36	CN(CC(=O)NCc1ccco1)S(=O)(=O)c1ccc(F)cc1	12%	-1%	6%	1%	-6%	-4%	20	0%	8%	-2%	-2%
37	NC(=O)CC(NC(=O)Cc1cccc2ccccc12)c1ccc(NCc2ccccn2)c([N+](=O)[O-])c1 (centres undefined)	0%	2%	-14%	-1%	-2%	-12%	-1	3%	12%	23%	0%
38	COC(=O)c1ccsc1NC(=O)CS(=O)(=O)c1ccccc1	-4%	-4%	?	1%	-3%	-6%	6	-3%	0%	2%	2%
39	CCOC(=O)c1ccccc1NC1c2ccccc2C(=O)N1c1cc(C)ccn1 (centres undefined)	-16%	3%	10%	-5%	24%	-5%	-9	1%	-5%	11%	14%
40	CCN(CC)C(=O)Cn1nnc(-c2ccc(C)o2)n1	-5%	0%	-2%	3%	-8%	-8%	1	-6%	21%	-1%	-6%
41	O=C(C1CCCN1S(=O)(=O)c1cccc2nsnc12)N1CCN(c2ccccc2)CC1 (centres undefined)	11%	3%	1%	1%	0%	-2%	10	-1%	5%	-3%	-5%
42	Cn1c(C(=O)OC(C(=O)NC(C)(C)C)c2cccnc2)cc2sccc21 (centres undefined)	-11%	-3%	-1%	2%	3%	-6%	7	-4%	-4%	2%	2%
